Source: PubChem (several laboratories)
Measles CPE: protection of cells from measles virus; Measles virus-infected cells, CPE protection, absorbance; protection (pct of control), % at 4 µM; 140,000 tested, 1.5% active; in the data active = protection mostly above about 24%, no sharp cut-off; inactive = mostly below about 26%; note: some compounds called inactive have numbers as strong as hits
HCT116 PTEN-null: PTEN-deleted cell growth suppression. HCT116 PTEN-null viability, CellTiter-Glo, 60 h; hits give low values. viability, % at 10 µM. 140,000 tested, 1.2% active;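 active = viability at or below a set limit, 4 SD under the median of all tested compounds, cut at about 3.7% in these data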;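 note: PTEN knockout HCT116 line with beta catenin targeted HCT116 as companion control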
Phagocytosis inh: inhibitors of macrophage phagocytosis. J774A.1 macrophage IgG-bead phagocytosis, imaging. AID 1029. 110,000 tested, 0.07% active. inhibition, % at 5 µM;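 active = inhibition above the mean of the plate negative controls plus 5 SD, cut at about 13% in these data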;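 note: phagocytic index as fraction of beads internalized from green versus red external bead signal; plate controls were DMSO negative control for no effect and cytochalasin-D positive control for full effect; some results beyond the cut were filed as inactive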
E-sel TNF inh: blocks E-selectin expression induced by TNF alpha; HUVEC TNFa-induced E-selectin immunofluorescence, high content; inhibition, % at 2 µM; 120,000 tested, 0.71% active; AID 1246;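 active = inhibition above the batch mean plus 3 SD, and confirmed as a hit on visual image review, cut at about 43% in these data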;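 note: 0% = TNF-stimulated DMSO wells and 100% = unstimulated control wells; not every result past the cut was called active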
BB579 growth dn: reduces growth of yeast BB579 in restrictive medium | S. cerevisiae BB579 growth, OD615, 48 h | inhibition, % at 10 µM | 140,000 tested, 0.51% active;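 active = inhibition above a set limit, 3 SD over the mean compound inhibition, cut at about 44% in these data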; note: inactives centre near -24
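Material: Saccharomyces cerevisiae DeaD strain BB579, replicative lifespan model yeast; buffer or medium: CSMM-D restrictive synthetic medium containing dextrose (glucose); compound: 10 µM single dose, DMSO 0.25%; timing: 48 h compound exposure at 30 °C after 4 h preincubation; signal: turbidity as optical density at 615 nm; benchmarks: positive control amphotericin B 10 µg/mL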
MRP-1 activ: activates MRP-1. H69AR cells + doxorubicin, viability rescue, CellTiter-Glo. viability increase, % at 10 µM. 140,000 tested, 0.61% active. AID 799;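 active = viability gain under doxorubicin at or above a set limit, the compound median plus 3 SD, cut at about 4.7% in these data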;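 note: MRP-1 overexpressing cells given doxorubicin 25 µM after compound pretreatment; 18-22 h compound pretreatment then 72 h with doxorubicin before readout; 0% = doxorubicin-only wells and 100% = vehicle-treated cells without doxorubicin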
NPY Y2 blocker: blocks the human neuropeptide Y Y2 receptor; P49146; NPY-Y2 expressing cells, antagonist mode; inhibition, % at 2.7 µM; 140,000 tested, 0.99% active; in the data active = inhibition above about 17%;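 note: 0% = vehicle with agonist challenge and 100% = reference antagonist with challenge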
Target sequence (P49146 whole entry, looked up): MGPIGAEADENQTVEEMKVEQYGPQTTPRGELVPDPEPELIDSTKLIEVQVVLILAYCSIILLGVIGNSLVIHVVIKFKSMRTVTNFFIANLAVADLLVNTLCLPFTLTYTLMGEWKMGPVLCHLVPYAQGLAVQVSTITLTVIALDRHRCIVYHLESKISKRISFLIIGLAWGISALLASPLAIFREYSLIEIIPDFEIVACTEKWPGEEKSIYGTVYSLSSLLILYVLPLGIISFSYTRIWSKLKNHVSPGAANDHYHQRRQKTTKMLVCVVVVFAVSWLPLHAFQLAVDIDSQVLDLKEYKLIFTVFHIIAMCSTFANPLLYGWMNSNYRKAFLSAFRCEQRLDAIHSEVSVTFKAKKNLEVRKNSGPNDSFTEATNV
Yeast lifespan up: yeast lifespan extension | S. cerevisiae growth with nicotinamide, OD615; deaD strain in restrictive glucose medium | inhibition of the nicotinamide effect, % at 10 µM | 130,000 tested, 0.68% active;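 active = inhibition above a set limit, placed 3 SD over the median of all compounds, cut at about 26% in these data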;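 note: 0% = nicotinamide-treated wells and 100% = cells grown without nicotinamide; some compounds called inactive have numbers as strong as hits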
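Measured by: optical density (absorbance) at 615 nm; System: modified budding yeast, DeaD strain; Medium: restrictive CSMM-D dextrose medium; Timing: 4 h preincubation then 48 h treatment at 30 °C.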
GALR2 antag: antagonists of human galanin receptor 2 (GALR2) | O43603 | GALR2-expressing cells, antagonist mode | inhibition, % at 4 µM | 140,000 tested, 0.39% active | AID 828; in the data active = inhibition above about 27%;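 note: cells stimulated with galanin 1-16 at roughly its EC80; 0% = agonist challenge control and 100% = basal control without agonist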
Target sequence (O43603 whole entry, looked up): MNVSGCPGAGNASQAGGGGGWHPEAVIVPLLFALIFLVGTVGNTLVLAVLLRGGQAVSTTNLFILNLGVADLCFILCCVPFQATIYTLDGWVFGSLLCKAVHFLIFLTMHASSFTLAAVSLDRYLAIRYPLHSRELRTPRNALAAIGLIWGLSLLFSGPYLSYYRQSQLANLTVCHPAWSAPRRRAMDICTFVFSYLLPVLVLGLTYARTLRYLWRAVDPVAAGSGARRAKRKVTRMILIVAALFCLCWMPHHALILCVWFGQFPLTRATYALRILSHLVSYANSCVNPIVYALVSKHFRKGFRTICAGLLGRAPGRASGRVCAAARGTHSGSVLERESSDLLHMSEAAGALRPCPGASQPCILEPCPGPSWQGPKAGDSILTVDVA
bCat KO growth: beta-catenin-lacking colon tumor cell growth suppression; viability, % at 10 µM; 140,000 tested, 1.5% active; HCT116 beta-catenin knockout viability, CellTiter-Glo, 60 h; hits give low values;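 active = viability at or under a set limit, the compound median less 4 SD, cut at about 6% in these data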;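 note: 0% = Hyamine 1622 control at 20 µM and 100% = untreated cell control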
An asterisk follows results filed as active; . = no result given. Not a hit list, and some 6.1% of all compounds hit somewhere here.

SMILES | Measles CPE | HCT116 PTEN-null | Phagocytosis inh | E-sel TNF inh | BB579 growth dn | MRP-1 activ | NPY Y2 blocker | Yeast lifespan up | GALR2 antag | bCat KO growth
O=C(COc1ccccc1)N1CCN(c2ccc([N+](=O)[O-])c(N3CCCCC3)c2)CC1 | 29 | 87 | . | -21 | -33 | -3.6 | 8 | -1 | -3 | 93
CCOC(=O)c1[nH]c(C)c(C(=O)N2CCN(c3ccc(F)cc3)CC2)c1C | 11 | 96 | -3 | -4 | -29 | 0.1 | 1 | -3 | 1 | 88
CN(C(=O)n1cnc2ccccc21)c1ccccc1 | 11 | 100 | -2 | . | -15 | 0.5 | 2 | 2 | -7 | 101
Cc1cccc(-c2nc3ccccc3c(=O)n2NC(=S)N(C)C)c1 | 14 | 98 | -1 | -12 | 9 | -3.1 | 2 | 9 | -6 | 105
CC(Sc1nnc2ccccn12)C(=O)Nc1ncc(Cl)cc1Cl (centres undefined) | 14 | 94 | -3 | 2 | 0 | -3.1 | 14 | -1 | 7 | 92
CC(=O)c1cccc(NC(=O)c2ccc(Br)o2)c1 | 7 | 88 | 0 | -24 | -40 | 0.5 | -2 | -19 | 13 | 95
Cc1cc(Nc2ccccc2)n(CCC#N)n1 | 8 | 99 | 1 | 20 | -19 | 0.6 | 3 | -12 | 1 | 92
COc1cc(C(=O)N(Cc2cccnc2)Cc2cc3cc4c(cc3[nH]c2=O)OCCO4)cc(OC)c1OC | 8 | 91 | . | -24 | -47 | -3.6 | -1 | -14 | 0 | 91
COc1cc(OC)c(C(=O)Nc2cccc(C(C)=O)c2)cc1OC | 7 | 104 | 0 | 6 | -51 | -1.0 | 0 | -11 | 8 | 94
Cc1ccc(C2C=C(c3ccccc3OC(F)F)Nc3ncnn32)cc1 (centres undefined) | 3 | 82 | 4 | -21 | -54 | -2.0 | 6 | -12 | 16 | 83
Cc1nnc(SCC(=O)N2c3ccccc3Sc3ccccc32)n1N | 20 | 107 | 4 | -21 | -55 | 0.1 | 0 | -3 | 3 | 108
CCOCCCNC(=O)Cc1ccc(Br)cc1 | 7 | 97 | -6 | . | 4 | 0.5 | 4 | 8 | 3 | 90
N#CC(c1ccc(O)cc1)N1CCCCC1 (centres undefined) | 8 | 96 | -1 | -8 | -40 | -1.7 | 3 | -5 | -16 | 99
O=C(NC1CCCCC1)Sc1ccc(Cl)cc1 | 7 | 33 | -1 | . | 52* | -2.0 | 0 | -19 | -9 | 66
CC(=O)c1cccc(NS(=O)(=O)N(C)C)c1 | 0 | 98 | 2 | -27 | -26 | -1.3 | 2 | -4 | 2 | 94
Cc1c(C(=O)NN2CCN(C)CC2)cccc1[N+](=O)[O-] | 19 | 100 | . | . | -30 | -1.2 | -2 | -13 | -6 | 100
CN(Cc1ccccc1)C(=S)NC(=O)c1ccc(-c2ccccc2)cc1 | 4 | 50 | -1 | -31 | -39 | 2.1 | 5 | -2 | -15 | 52
O=C(CCn1nc(-c2ccc(Cl)cc2)ccc1=O)NCc1ccccn1 | 9 | 104 | . | . | -58 | -0.6 | 2 | -8 | 21 | 86
CN(C)c1ccc(NC(=O)CN2CCN(S(=O)(=O)c3cc(Cl)ccc3Cl)CC2)cc1 | 12 | 95 | -2 | -22 | -16 | -3.5 | 1 | -5 | 7 | 98
Cc1ccc(C2CC(=O)c3cnc(N4CCN(c5ccccc5)CC4)nc3C2)cc1 (centres undefined) | 20 | 89 | 0 | . | -51 | 0.7 | 10 | -8 | -2 | 87
COc1ccc(OC)c(N(CC(=O)Nc2cccnc2)S(=O)(=O)c2ccc(OC)c(OC)c2)c1 | 20 | 99 | 0 | 0 | -31 | -1.2 | -3 | -8 | 10 | 103
Cc1ccc(-c2nc(C)sc2CC(=O)Nc2cccc(C)c2C)cc1 | 25 | 88 | -10 | . | 7 | -2.7 | 5 | -2 | 11 | 84
O=C(NCCCN1CCOCC1)c1cc2c(=O)[nH]c3ccccc3c2s1 | 8 | 98 | . | -33 | -26 | -2.5 | 9 | -4 | -3 | 93
CC(=O)Nc1ccccc1NC(=O)c1cccc2ccccc12 | 7 | 89 | -5 | . | -14 | -2.5 | 1 | 4 | 6 | 74
Cc1ccc(NC(=O)/C(=C\c2ccccc2)NC(=O)/C=C/c2ccccc2)cc1 | 3 | 93 | 0 | 22 | -22 | 0.5 | 15 | 2 | -1 | 88
COc1ccc(CN(Cc2cc3cccc(C)c3[nH]c2=O)C(=O)N(C)C)cc1 | 2 | 85 | -2 | 23 | -26 | -1.1 | 0 | -4 | -2 | 86
CCOC(=O)c1cc(C(=O)OCC)cc(-n2c(C)cc(C(=O)CN3CCOCC3)c2C)c1 | 1 | 85 | 0 | -11 | -11 | -1.4 | 2 | -16 | -13 | 85
O=C(Cc1ccccc1)N/N=C\c1ccc(Br)o1 | 2 | 100 | . | 16 | -15 | -1.2 | 3 | -5 | 8 | 99
CCN(CC)S(=O)(=O)c1cc(C(=O)N(C)CC(=O)Nc2ccc(Cl)cc2)ccc1Cl | 1 | 72 | -6 | . | -8 | 0.1 | 0 | 4 | -9 | 70
O=C(c1ccc(S(=O)(=O)N2CCCCC2)cc1)N1CCCc2ccccc21 | 9 | 105 | -2 | -12 | -46 | -0.9 | 0 | -10 | 10 | 89
Cc1ccc(NCCc2ccc(C)nc2)cc1 | 9 | 96 | 0 | 7 | -89 | 0.9 | 3 | -5 | -10 | 92
O=C(CSc1nnnn1C1CCCCC1)N1c2ccccc2Sc2ccccc21 | 21 | 82 | -2 | 5 | -41 | 1.8 | 2 | -5 | 6 | 81
O=C(Oc1ccccc1)c1ccc(NC(=O)c2ccco2)cc1 | 4 | 50 | -4 | 15 | -46 | 0.3 | 1 | -1 | -7 | 86
O=C(c1noc2c1CCCC2)N1CCN(Cc2ccccc2)CC1 | 10 | 93 | -4 | . | -1 | -2.8 | 0 | 3 | 8 | 102
CCCCn1c(-c2nonc2N)nc2ccccc21 | 2 | 57 | . | -33 | 7 | -5.3 | 9 | -7 | -11 | 64
Cc1ccc(/C=C/S(=O)(=O)N2CCC(C(=O)O)CC2)cc1 | 0 | 102 | 1 | . | -23 | 0.8 | 5 | -6 | -10 | 94
Cc1ccc(C(=O)N(c2c(C)n(C)n(-c3ccccc3)c2=O)C(C)C)cc1 | 19 | 98 | 0 | 12 | -71 | 0.2 | 2 | -8 | -5 | 129
O=C(COC(=O)Cc1c(Cl)cccc1Cl)Nc1ccc(OC(F)(F)F)cc1 | 19 | 91 | -14 | . | -24 | 1.4 | 10 | 4 | -3 | 91
Nc1nnc(SCC(=O)N2CCc3ccccc32)n1-c1ccccc1 | 6 | 100 | 0 | 21 | 6 | -3.1 | -2 | -16 | 4 | 87
CCn1c2ccccc2c2nnc(NN)nc21 | 7 | 92 | . | 4 | 4 | -2.8 | -1 | 11 | 16 | 98
Cc1ccn2cc(C(=O)Nc3nnc(C)s3)nc2c1 | 5 | 72 | -1 | . | -17 | -1.9 | 2 | -19 | 0 | 67
Cc1ccc(C2CC(C(F)(F)F)n3ncc(C(N)=O)c3N2)cc1 (centres undefined) | 5 | 93 | 1 | . | -34 | -0.8 | 2 | -14 | 5 | 102
COc1ccccc1-c1nnc2n1N=C(c1ccc(O)c(O)c1)CS2 | 14 | 15 | . | 29 | -2 | -3.8 | 3 | -9 | 20 | 20
C=CCONC(=O)c1cc(OCC(F)(F)F)ccc1OCC(F)(F)F | 7 | 100 | . | -5 | -29 | -1.0 | 2 | -11 | 4 | 103
COC(=O)c1cccc(COC(=O)c2ccc(N(C)C)cc2)c1 | 8 | 91 | . | -7 | -11 | -2.1 | 10 | . | 0 | 98
CCSc1nc(=S)n(-c2ccccc2)c(C)c1C(C)=O | -1 | 99 | 0 | 1 | -35 | 1.9 | 0 | -1 | 1 | 82
Cc1nc(CNS(=O)(=O)c2cc(C)c(C)cc2C)cs1 | 3 | 87 | 0 | -11 | -29 | -1.4 | 2 | -1 | -3 | 106
Cc1cccc(C)c1-n1c(C)cc(/C=N/NC(N)=S)c1C | 2 | 71 | 0 | 5 | -31 | -1.5 | 5 | 5 | -14 | 76
Cc1ccccc1-n1nc(C)c2c1N=C1C(Cl)=CC(Cl)=CN1C2c1ccc(C(=O)O)cc1 (centres undefined) | 9 | 103 | -4 | 0 | -36 | -0.5 | -2 | 13 | 5 | 93
O=c1c2ccccc2ncn1-c1cccc(Cl)c1 | 6 | 91 | . | -20 | -38 | -0.9 | 0 | . | -4 | 93

The results go on.
SMILES | Measles CPE | HCT116 PTEN-null | Phagocytosis inh | E-sel TNF inh | BB579 growth dn | MRP-1 activ | NPY Y2 blocker | Yeast lifespan up | GALR2 antag | bCat KO growth
COc1ccc(-c2nnc(N(C)C(=O)c3ccno3)s2)cc1 | 3 | 94 | . | -4 | -30 | -1.4 | 2 | . | -14 | 90
CCOC(=O)N1CCN(c2c(NCC3CCCO3)c(=O)c2=O)CC1 (centres undefined) | 2 | 85 | 0 | . | 33 | -2.4 | -2 | -7 | 8 | 90
Cc1ccc(-c2noc(-c3cc4ccccc4oc3=O)n2)cc1 | 11 | 96 | . | 6 | -13 | 0.5 | 4 | -6 | -11 | 96
O=C(N/N=C\C=C\c1ccc2c(c1)OCO2)C1COc2cc3ccccc3cc2O1 (centres undefined) | 37* | 72 | 0 | -51 | -32 | -0.4 | 11 | -9 | -1 | 75
COc1ccc(S(=O)(=O)Nc2cc(C(=O)NC(C)C)ccc2N2CCOCC2)cc1 | 5 | 74 | . | -22 | -40 | -2.0 | 2 | -9 | -1 | 79
Cc1cc(C(=O)OCC(=O)c2ccc(Br)s2)c(C)o1 | 3 | 107 | 2 | . | -79 | 0.0 | 0 | -8 | -34 | 106
CCc1cccc2c(N=O)c(O)[nH]c12 | 14 | 81 | -6 | . | 5 | 1.4 | 1 | -1 | 6 | 89
Cc1ccc(NC(=O)CN2C(=O)C3CCCCN3C(=O)c3ccccc32)cc1 (centres undefined) | 5 | 89 | 0 | 1 | -22 | 3.8 | -1 | -9 | -9 | 96
C=CCOC(=O)c1[nH]c2c(c1C)C(=O)CC(c1cc(OC)c(OC)c(OC)c1)C2 (centres undefined) | 3 | 46 | 1 | 0 | -12 | 0.1 | 3 | -10 | 22 | 50
COc1ccc(C(=O)N/N=C(\C)Cn2nc([N+](=O)[O-])cc2C)cc1 | 7 | 90 | 0 | -13 | -16 | -1.8 | -1 | -5 | -5 | 100
Cc1ccc(C)c(N2CCN(C(=O)C3CCN(S(=O)(=O)c4cccc5nsnc45)CC3)CC2)c1 | 1 | 27 | . | . | -46 | -1.5 | 0 | -17 | -2 | 28
CCc1nc(NC2CCCCC2)c(C#N)c2c1COC(C)(C)C2 | 5 | 80 | 0 | . | -64 | -3.2 | 3 | -20 | -4 | 85
CCOC(=O)c1ccc(NC(=S)N(CCCN2CCCCC2)Cc2ccco2)cc1 | 8 | 94 | -4 | -4 | -18 | -2.6 | 1 | 8 | -9 | 87
